TEAD-YAP inh: TEAD-YAP interaction inhibition; HEK-TIYL cells, TEAD-Gal4/YAP UAS-luciferase luminescence; actives 1.4% (n = 640,000); inhibition, % at 9.12 µM; in the data active means inhibition above about 32%;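 further: 0% = median of test compound wells and 100% = reference inhibitor wells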
FBW7 act: activators of human E3 ligase FBW7; Q969H0; AlphaScreen FBW7–phospho-cyclin E peptide binding, activator screen; AID 1259310; actives 0.13% (n = 650,000); normalized activity (activation), % at 26.1 µM; in the data active means normalized activity above about 1.9%;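 further: purified mutant Fbw7 with reduced substrate affinity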
Target sequence (Q969H0 whole entry, looked up): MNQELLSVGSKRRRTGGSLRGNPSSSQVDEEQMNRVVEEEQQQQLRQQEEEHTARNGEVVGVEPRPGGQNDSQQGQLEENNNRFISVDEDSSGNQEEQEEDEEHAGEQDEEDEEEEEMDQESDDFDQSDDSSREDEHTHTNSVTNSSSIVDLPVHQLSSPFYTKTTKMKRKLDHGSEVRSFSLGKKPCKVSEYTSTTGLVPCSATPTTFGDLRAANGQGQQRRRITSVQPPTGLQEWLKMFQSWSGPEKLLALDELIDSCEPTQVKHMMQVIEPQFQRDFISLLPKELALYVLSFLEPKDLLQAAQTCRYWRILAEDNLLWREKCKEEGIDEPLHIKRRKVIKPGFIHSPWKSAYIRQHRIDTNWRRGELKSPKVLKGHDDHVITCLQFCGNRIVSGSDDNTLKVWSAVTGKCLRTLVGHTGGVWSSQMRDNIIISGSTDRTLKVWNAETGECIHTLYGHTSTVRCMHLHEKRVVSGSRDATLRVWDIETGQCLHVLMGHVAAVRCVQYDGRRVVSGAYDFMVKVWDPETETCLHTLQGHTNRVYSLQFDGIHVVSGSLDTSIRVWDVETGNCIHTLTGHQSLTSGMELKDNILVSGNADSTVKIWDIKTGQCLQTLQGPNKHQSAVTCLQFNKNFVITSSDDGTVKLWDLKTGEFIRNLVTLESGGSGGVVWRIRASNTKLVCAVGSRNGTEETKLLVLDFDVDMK
GPR151 ag: activators of human GPR151; PathHunter beta-arrestin GPR151 cells, luminescence; activation, % at 11.2 µM; actives 1% (n = 650,000); in the data active means activation above about 4.9%;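 further: 0% = median of compound wells and 100% = cells with positive control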
Target sequence (Q8TDV0 whole entry, looked up): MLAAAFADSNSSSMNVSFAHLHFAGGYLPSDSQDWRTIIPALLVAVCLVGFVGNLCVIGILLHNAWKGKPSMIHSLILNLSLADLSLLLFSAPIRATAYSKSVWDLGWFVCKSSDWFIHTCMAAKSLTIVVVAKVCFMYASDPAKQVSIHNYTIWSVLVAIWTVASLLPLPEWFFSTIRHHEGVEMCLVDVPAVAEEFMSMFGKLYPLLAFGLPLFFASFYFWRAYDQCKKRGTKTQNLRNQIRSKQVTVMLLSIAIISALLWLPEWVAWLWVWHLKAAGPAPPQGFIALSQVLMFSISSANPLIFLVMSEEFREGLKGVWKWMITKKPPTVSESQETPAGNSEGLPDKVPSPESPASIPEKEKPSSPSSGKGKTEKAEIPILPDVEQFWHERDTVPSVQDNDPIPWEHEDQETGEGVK
MITF inh: human MITF inhibition, primary screen; O75030; AlphaScreen MITF homodimerization, bead proximity signal; inhibition, % at 2.6 µM; actives 0.91% (n = 650,000); in the data active means inhibition above about 50%;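 further: 0% = vehicle wells with protein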
Numbers without * were called inactive; x = not tested or not shown.

smiles	TEAD-YAP inh	FBW7 act	GPR151 ag	MITF inh
FC(F)(F)c1ccccc1NC(=S)NN1CCOCC1	2	0.0	-1.0	6
Cc1cc(N/C=C/C(=O)c2cccs2)ccc1F	-55	0.2	-1.1	3
COc1ccc(C)cc1Nc1nc(NCCO)c2ccccc2n1	7	0.2	0.7	5
Cc1ccc(C2=NN(C(=O)C(=O)OC(C)(C)C)C(O)(C(F)(F)F)C2)cc1 (stereo unspecified)	-44	1.2	-0.8	6
COCCNC(=O)c1cc2cc(S(C)(=O)=O)ccc2n1C	0	0.3	-1.4	22
O=C(O)c1ccccc1NC(=O)c1sc2cc([N+](=O)[O-])ccc2c1Cl	-9	0.0	-0.5	14
C/C(=N\NC(=O)c1ccc(-c2ccccc2)cc1)C1CC1	-2	0.0	0.8	3
N#CC1(C#N)C2CCCCC23OC(=N)C1(C#N)C(c1cccnc1)O3 (stereo unspecified)	2	0.0	0.4	1
CC1CCCCC1NC(=O)COC(=O)CCC(=O)c1ccc(Cl)cc1 (stereo unspecified)	-1	0.2	-0.8	2
N#Cc1cc2cc3c(cc2nc1NCCNS(=O)(=O)c1cccc(Cl)c1)OCO3	-2	0.2	1.1	-21
COc1cccc(-c2noc(-c3cccc(F)c3)n2)c1	-78	0.1	-1.9	-2
Cc1cc(C)n(C(=O)CCCCCC(=O)n2nc(C)cc2C)n1	9	0.0	0.3	-5
CCOc1ccc(C(=O)NCc2ccccc2OC)cc1	-23	0.1	-1.8	12
O=S(=O)(c1ccc(F)cc1)N1CCCC(CO)(Cc2cccc(Cl)c2)C1 (stereo unspecified)	-14	0.0	-1.8	3
Cc1c(F)cccc1NC(=O)C1CCCCC1C(=O)O (stereo unspecified)	2	0.0	1.8	6
C=Cc1c(C)c2cc3nc(cc4[nH]c(cc5nc(cc1[nH]2)C(C)=C5CCC(=O)O)c(CCC(=O)OC)c4C)[C@@]1(C)C3=CC=C(C(=O)OC)C1C(=O)OC (stereo partly specified)	x	0.4	1.9	-35
COC(=O)c1ccc(CN2CCN(c3ccc(C(F)(F)F)cn3)C2=O)cc1	-2	0.5	-2.4	3
O=C(NCCOc1ccccc1)c1cnc(N2CCc3ccccc3C2)s1	-38	0.0	1.4	4
COc1cccc(OC)c1C(=O)N1CCN(Cc2ccccc2F)CC1	-6	-0.1	0.6	56*
CC(=O)C1=C(O)C(=O)N(c2ccc(O)cc2)C1c1ccc([N+](=O)[O-])cc1 (stereo unspecified)	3	0.0	0.1	12
C=CCn1c(SCC(=O)Nc2ccccc2C(F)(F)F)nc2sc3c(c2c1=O)CCC3	2	0.2	0.0	-3
CCn1c(SCC(=O)Nc2nc(C)c(C)s2)nnc1-c1ccco1	6	0.0	1.3	3
Cc1cc(C)cc(NC(=O)NC2CCN(CC(=O)Nc3cccc(C(F)(F)F)c3)CC2)c1	-6	0.0	-0.7	-6
COC(=O)c1c(C)oc2ccc(N(C(=O)c3ccc([N+](=O)[O-])cc3)S(=O)(=O)c3ccc(Br)cc3)cc12	2	0.0	2.3	12
CCOC(=O)Cc1ccc(NC(=O)Nc2nnc(N3CCCCC3)s2)cc1	11	0.0	-0.1	-2
O=C(CCl)Nc1ncc(S(=O)(=O)c2ccc([N+](=O)[O-])cc2)s1	4	0.0	-0.6	3
COc1ccc(C/C(N)=N/OC(=O)c2ccccc2[N+](=O)[O-])cc1OC	-24	0.0	-0.2	-37
O=S(=O)(c1cccc2cccnc12)N1CCC(c2nc(-c3cccs3)no2)CC1	-2	0.1	1.1	9
CCOC(=O)CN(c1ccc(C)c(C)c1)S(=O)(=O)c1ccccc1	0	-0.3	1.4	-1
COc1cc(C(=O)Oc2cc(N)n(S(=O)(=O)c3ccccc3)n2)cc(OC)c1OC	3	0.1	0.0	-4

11 consecutive entries already listed, for reference:
smiles	TEAD-YAP inh	FBW7 act	GPR151 ag	MITF inh
C=Cc1c(C)c2cc3nc(cc4[nH]c(cc5nc(cc1[nH]2)C(C)=C5CCC(=O)O)c(CCC(=O)OC)c4C)[C@@]1(C)C3=CC=C(C(=O)OC)C1C(=O)OC (stereo partly specified)	x	0.4	1.9	-35
COC(=O)c1ccc(CN2CCN(c3ccc(C(F)(F)F)cn3)C2=O)cc1	-2	0.5	-2.4	3
O=C(NCCOc1ccccc1)c1cnc(N2CCc3ccccc3C2)s1	-38	0.0	1.4	4
COc1cccc(OC)c1C(=O)N1CCN(Cc2ccccc2F)CC1	-6	-0.1	0.6	56*
CC(=O)C1=C(O)C(=O)N(c2ccc(O)cc2)C1c1ccc([N+](=O)[O-])cc1 (stereo unspecified)	3	0.0	0.1	12
C=CCn1c(SCC(=O)Nc2ccccc2C(F)(F)F)nc2sc3c(c2c1=O)CCC3	2	0.2	0.0	-3
CCn1c(SCC(=O)Nc2nc(C)c(C)s2)nnc1-c1ccco1	6	0.0	1.3	3
Cc1cc(C)cc(NC(=O)NC2CCN(CC(=O)Nc3cccc(C(F)(F)F)c3)CC2)c1	-6	0.0	-0.7	-6
COC(=O)c1c(C)oc2ccc(N(C(=O)c3ccc([N+](=O)[O-])cc3)S(=O)(=O)c3ccc(Br)cc3)cc12	2	0.0	2.3	12
CCOC(=O)Cc1ccc(NC(=O)Nc2nnc(N3CCCCC3)s2)cc1	11	0.0	-0.1	-2
O=C(CCl)Nc1ncc(S(=O)(=O)c2ccc([N+](=O)[O-])cc2)s1	4	0.0	-0.6	3

Following part.
smiles	TEAD-YAP inh	FBW7 act	GPR151 ag	MITF inh
COc1ccc(C2CC(=O)C3=C(C2)NC(C)=C(C(=O)OC2CCCC2)C3c2ccc(OC)c(Br)c2)cc1 (stereo unspecified)	-7	0.2	0.0	-5
COC(=O)c1c(S(=O)(=O)Nc2cccc(F)c2)sc2c1CCN(CC(C)C)C2	7	0.1	3.7	2
COc1ccc(N(C(=O)c2ccncc2)S(=O)(=O)c2cccs2)cc1	2	0.1	2.0	3
CNC(=S)N(CCc1c(C)[nH]c2ccccc12)Cc1ccncc1	-2	0.3	-0.5	-11
CC1(C)CC(=O)C2=C(C1)Nc1ccccc1NC2c1cccc(C(F)(F)F)c1 (stereo unspecified)	1	0.5	0.1	-12
COc1cccc(NC(=O)c2cc3c(=O)n4cccc(C)c4nc3n2C)c1	-3	-0.1	-0.8	10
Cc1ccc(NC(=O)C2CCCN2S(=O)(=O)c2cccc3nsnc23)cc1F (stereo unspecified)	-6	0.5	-0.5	15
CS(=O)(=O)c1ncc(Cl)c(C(=O)Nc2sc3c(c2C#N)CCCC3)n1	-24	0.1	-1.2	-1
O=S(=O)(NCc1cccnc1)c1ccc(Cl)cc1C(F)(F)F	2	0.0	1.1	10
C[C@H](O)[C@H]1NC(=O)[C@@H]2C[C@H](NC(=O)c3cc(C(C)(C)C)nn3C)CN2C1=O	-8	-0.1	1.8	9
COc1ccc(-c2nc3ccccc3c(=O)n2NC(=O)c2ccc(F)cc2)cc1OC	-4	-0.2	0.3	-7
CCOc1ccc(-c2ncnn2-c2sc3c(c2C#N)CCCC3)cc1	3	-0.3	-1.2	-3
CCNc1nc(NC(C)C)nc(NC(N)NOC)n1 (stereo unspecified)	3	1.4	-1.1	-20
N#Cc1ccccc1OCCN1C(=O)c2ccccc2C1=O	-39	0.5	-1.4	10
CCN(CC)c1cc(-c2ccccc2)nc(-c2ccncc2)n1	-6	0.2	-0.4	10

Other compounds follow.
Sequence of screens – TEAD-YAP inh | FBW7 act | GPR151 ag | MITF inh
CC(=O)Nc1ccc(NC(=O)CCC2CCCC2)cc1
→ -8 | 1.1 | -1.3 | 23
O=C(Nc1ccc(Cl)cc1Cl)C1CC(=O)N(C2CCCCC2)C1 (stereo unspecified)
→ 1 | 0.0 | 1.2 | -3
CCN(CC)C(=O)c1sc2nc(C)nc(N3CCCCC3)c2c1C
→ -9 | -0.1 | -0.9 | 3
CCCN(CCC)S(=O)(=O)c1ccc(C(=O)Nc2nc(-c3ccccc3)c(C(=O)c3ccccc3)s2)cc1
→ -6 | 0.0 | -1.3 | 9
CCOc1ccc(C(=O)Nc2ccccc2I)cc1[N+](=O)[O-]
→ -20 | -0.1 | 2.0 | -2
O=C(C1CCCO1)N1CCc2nc(-c3ccccc3)[nH]c(=O)c2C1 (stereo unspecified)
→ -1 | 0.3 | 2.0 | 8
Cc1ccc(/C=N/NC(=O)c2nnn(-c3nonc3N)c2-c2ccccc2)o1
→ -6 | 0.0 | -0.6 | 6
Cc1nc(CN2C(=O)C(C)Oc3ccc([N+](=O)[O-])cc32)cs1 (stereo unspecified)
→ 0 | -0.2 | -1.0 | 22
O=C(O)Cc1coc2cc3c(cc12)CCC3
→ -5 | -0.1 | 0.7 | 3
COc1cccc(-c2nc(COC(=O)c3[nH]c(C)c(C(C)=O)c3C)cs2)c1
→ 44* | 0.0 | 1.5 | 10
c1ccc(CN2CCC(N3CCN(Cc4ccccc4)CC3)CC2)cc1
→ 2 | 0.2 | -0.5 | 24
O=C(Nc1nccs1)C(=O)NC1CCCC1
→ -51 | 0.1 | -0.7 | 17
COc1ccc(OC)c(C(=S)N2CCCCC2)c1
→ -3 | -0.1 | 0.0 | 4
O=C(Nc1nnc(-c2ccc(Cl)cc2)s1)C1CC1
→ 17 | 0.1 | -0.7 | -1
CNC(=O)c1ccccc1Nc1cc(Nc2ccc(N3CCSCC3)cc2OC)ncc1C#N
→ -3 | -0.1 | -0.8 | 10
Cc1ccc(N2CC(C(=O)N/N=C/c3ccc([N+](=O)[O-])cc3)CC2=O)cc1 (stereo unspecified)
→ -1 | 0.2 | -0.6 | 7
COc1ccc(/C=C2/N=C(c3ccc(Cl)c([N+](=O)[O-])c3)OC2=O)c(OC)c1
→ 3 | 0.1 | -0.7 | 1
Cc1sc2nc(SCC(=O)c3ccc(F)cc3)[nH]c(=O)c2c1C
→ -1 | -0.1 | 1.3 | -5
CN1CCc2c(C#N)c(N3CCCCC3)nc(N3CCCC3)c2C1
→ -1 | 0.0 | 0.6 | 9
COc1ccccc1NC(=O)Cn1nnc(-c2ccccc2NC(=O)c2ccc(F)cc2)n1
→ 8 | 0.2 | 0.5 | 4
O=C(COc1ccc(Br)cc1Cl)Nc1ccc2c(c1)OCO2
→ -59 | -0.1 | 1.7 | -7
Cc1cc(=O)oc2cc(OC(=O)CCNC(=O)OCc3ccccc3)ccc12
→ 10 | 0.0 | -1.0 | 1
CCCCSc1nnc2c(n1)OC(c1ccc(OC)c(OC)c1)Nc1ccc(Br)cc1-2 (stereo unspecified)
→ -5 | -0.1 | 1.5 | 0
CCCCNc1nc(SCc2cc(F)cc3c2OCOC3)nc2ccccc12
→ 0 | 0.9 | -1.5 | 10
Cc1ccc(CNC(=O)c2ccc3c(=O)n(Cc4ccc5c(c4)OCO5)c(=S)[nH]c3c2)cc1
→ 3 | -0.1 | 0.6 | -15
O=C(CN1CC(=O)Oc2ccccc21)NCc1ccco1
→ -2 | -0.1 | 2.3 | 44
COc1ccc(CNc2nc(Nc3ccc(OC)nc3)nc3c2ncn3C(C)C)cc1
→ -11 | 0.0 | -1.8 | -1
CCN(CC)S(=O)(=O)c1cc(C(=O)Nc2ccc(Cl)cn2)ccc1Br
→ -40 | -0.2 | -0.4 | -4
COc1cc(-c2cc(C(F)(F)F)n3ncc(C(=O)Nc4ccc(Cl)cc4)c3n2)cc(OC)c1OC
→ 4 | 0.0 | 0.5 | -7
O=C(Nc1ccc(Cl)cc1)C(=O)NC1CCCCCC1
→ -19 | -0.1 | -0.4 | -13
CCOC(=O)C1=C(C)N=c2s/c(=C/c3cc([N+](=O)[O-])ccc3N3CCN(C)CC3)c(=O)n2C1c1ccccc1 (stereo unspecified)
→ -1 | 0.1 | -1.9 | 18
O=C(NC(=S)Nc1ccc(S(=O)(=O)N2CCCCCC2)cc1)c1ccco1
→ -3 | -0.2 | -0.4 | 4
O=C(Nc1nc2ccccc2s1)c1ccccc1O
→ -23 | 0.1 | 0.2 | -1
COc1ccc(C(=O)OCC(=O)NCCN2C(=O)CSC2=O)cc1[N+](=O)[O-]
→ 2 | 0.2 | -0.9 | 9
Cc1cccc(NC(=O)CC(C)S(=O)(=O)c2ccc3c(c2)SC(C)C(=O)N3)c1C (stereo unspecified)
→ 4 | 0.1 | 0.8 | 2
Ic1ccc(N2CCN(Cc3c[nH]c4ncccc34)CC2)cc1
→ 11 | 0.5 | -2.2 | 20
COC(=O)c1ccc(NC(=O)/C(=C\c2ccc([N+](=O)[O-])cc2)NC(=O)c2ccco2)cc1
→ 1 | 0.1 | -1.4 | 4
COc1ccc2c(c1OC)C(=O)OC2Nc1ccc([N+](=O)[O-])cc1 (stereo unspecified)
→ 0 | 0.1 | -0.1 | 7
COC(=O)CN1c2ccccc2NC2=C(C(=O)CC(C)(C)C2)C1c1cccs1 (stereo unspecified)
→ -8 | 0.0 | 0.0 | 2
O=C(CCC(=O)NCc1ccco1)NCc1ccco1
→ -3 | 0.0 | 3.2 | 6
Cc1cc(C)nc(NS(=O)(=O)c2ccc(NC(=O)c3ccc(Br)cc3F)cc2)n1
→ -3 | -0.2 | -1.0 | -2
O=C(NC1CCN(Cc2ccccc2)CC1)c1ccc2nc(-c3ccccc3)sc2c1
→ 7 | 0.0 | 1.4 | -10
CCCCn1c(SCC(N)=O)nnc1-c1cc(OC)c(OC)c(OC)c1
→ 0 | -0.1 | 1.7 | -3
COc1ccccc1CNC(=O)CN(c1cc(Cl)ccc1Cl)S(C)(=O)=O
→ -6 | -0.1 | -0.1 | -9
CC(=O)Oc1ccc(-c2ccc(C(=O)OCC(=O)c3ccc(Br)cc3)cc2)cc1
→ 4 | 0.1 | -1.3 | 15
O=[N+]([O-])c1ccc(CSc2ncnc3c2ncn3[C@@H]2O[C@H](CO)[C@H](O)C2O)cc1 (stereo partly specified)
→ 5 | 0.0 | 3.1 | 5
COC(=O)/C(C#N)=C/c1ccc(-c2ccc(S(=O)(=O)N3CCOCC3)cc2)o1
→ 7 | -0.2 | 0.1 | -15

Assay outcomes: PubChem BioAssay, The Scripps Research Institute Molecular Screening Center
